# Bcl-B TR3 displacers = displacers of TR3 peptide from Bcl-B, primary screen, selectivity assay for Bfl-1 inhibitor project, biochemical, fluorescence polarization; one-dose displacement, % at 20 µM; IC50 in µM for titrated hits; 96,000 tested, 0.11% active; FP displacement of FITC-TR3 peptide from Bcl-B; higher % means a stronger effect; AID 748;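 active means displacement above 50% at 20 µM plus a fluorescence interference ratio under 1.5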;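 further: plate controls were wells without compound for no effect and wells lacking Bcl-B protein for full effect; a part of the inactive calls stands beside numbers as strong as those of hits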
# PLAP inhibition = inhibition of human placental alkaline phosphatase – biochemical, luminescence, HTS (AID 690); purified PLAP, luminescent substrate; higher % means a stronger effect; inhibition, % at 20 µM, or IC50 in µM where a hit was titrated; 96,000 tested, 0.08% active; in the data active means a potency from the dose series; inactive means the rest, 99 in 100 with inhibition below about 30%; further: strong numbers were not always called active
# NFkB transloc pot = enhances IL-1B driven NFkB nuclear translocation; HUVEC IL-1B NFkB p65 nuclear translocation imaging; activation, % at 2 µM; 94,000 tested, 0.3% active; AID 819;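 active means activation above 40%, about the mean plus 3 SD, also judged a hit on visual image review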;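 further: percent activation is computed from the nuclear over cytoplasmic p65 intensity ratio; values of inactives mirror those of a sister screen read the other way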
# IL1B NFkB inh = blocks IL-1B driven NFkB nuclear translocation in HUVEC cells; HUVEC IL-1B NFkB p65 nuclear translocation imaging; inhibition, % at 2 µM; 94,000 tested, 0.43% active;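 active means inhibition above about 30% together with a positive call from visual inspection of the well image, limit read from the data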;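 further: nuclear over cytoplasmic p65 intensity ratio measured by imaging; 0% = IL-1B stimulated DMSO wells and 100% = unstimulated DMSO wells; values of inactives mirror those of a sister screen read the other way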
# MRP resist rev = MRP-mediated drug resistance reversal; H69AR cells + 2 uM doxorubicin, CellTiter-Glo, 72 h; 85,000 tested, 0.04% active; differential viability (reversal), % at 10 µM; AID 602;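 active means viability drop by adding the cancer drug above about 55%, with treated viability meeting a 40% cutoff, limit read from the data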;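 further: viability without doxorubicin minus viability with 2 µM doxorubicin for each compound; larger differential means the compound sensitizes cells more to doxorubicin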
# MRP resist rev cytotoxicity = also measured in MRP resist rev; calls as there; viability, %; H69AR cells, CellTiter-Glo, 72 h; measured here: cytotoxicity without doxorubicin
# MRP resist rev with doxorubicin = recorded beside MRP resist rev, whose call it bears; viability, %; measured here: viability with 2 uM doxorubicin; active compounds read low
# IL1B NFkB inh cell count 2 µM = further read-out of IL1B NFkB inh, marked with its call; cell count; measured here: cells passing quality filter;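 raw number of nuclei counted in each imaged well without normalization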
# NFkB transloc pot cell count 2 µM = second read-out of NFkB transloc pot, no call of its own (marks repeat the call); cell count; measured here: cells passing quality filter
# Starred values were filed as active, the others as inactive; nt = no result given. The list is partial; count on the stated rates, not on these rows.
# Labels used below: A = Bcl-B TR3 displacers; B = PLAP inhibition; C = NFkB transloc pot; D = NFkB transloc pot cell count 2 µM; E = IL1B NFkB inh; F = IL1B NFkB inh cell count 2 µM; G = MRP resist rev; H = MRP resist rev cytotoxicity; I = MRP resist rev with doxorubicin
> CC(OCc1ccccc1)C(NC(=O)OC(C)(C)C)C(=O)NCC1CCCO1 (configuration not stated)
  A = 2%	B = 3%	C = -1	D = 130	E = 1	F = 130	G = 4	H = 85	I = 81

> Cc1ccc(NC(=O)C2COc3ccccc3O2)nc1 (configuration not stated)
  A = 12%	B = 20%	C = 6	D = 102	E = -6	F = 102	G = -6	H = 74	I = 80

> COc1cc(C(=O)NCc2nnc(SCC(=O)NCc3ccccc3)o2)cc(OC)c1OC
  A = -4%	B = 5%	C = 25	D = 49	E = -25	F = 49	G = 6	H = 97	I = 91

> COc1ccc(CC(=O)NNC(=S)Nc2ccc(Br)cc2)cc1
  A = 2%	B = -17%	C = 4	D = 84	E = -4	F = 84	G = -21	H = 61	I = 82

> COc1ccc(/C=N\N=C2/SC(CC(=O)O)C(=O)N2c2ccc(O)cc2)cc1 (configuration not stated)
  A = 4%	B = -5%	C = 2	D = 161	E = -2	F = 161	G = nt	H = nt	I = nt

> Cc1onc(-c2ccccc2)c1-c1nc2ccccc2c(=O)o1
  A = -8%	B = -54%	C = 8	D = 130	E = -8	F = 130	G = -14	H = 57	I = 71

> CCN(CC)CCn1c(NCc2cc(OC)ccc2OC)nc2ccccc21
  A = nt	B = nt	C = -8	D = 115	E = 8	F = 115	G = 21	H = 85	I = 64

> Cc1ccc(NC(=O)Cc2ncc(C(F)(F)F)cc2Cl)cc1Cl
  A = 2%	B = -8%	C = -1	D = 148	E = 1	F = 148	G = nt	H = nt	I = nt

> CCOC(=O)/C=C1\SCC(=O)N1CC(=O)NC12CC3CC(CC(C3)C1)C2
  A = 0%	B = 10%	C = -1	D = 188	E = 1	F = 188	G = nt	H = nt	I = nt

> O=C(NC1CCCCC1)C1Cc2ccccc2CN1S(=O)(=O)c1ccc(F)cc1 (configuration not stated)
  A = nt	B = nt	C = -24	D = 78	E = 24	F = 78	G = 8	H = 92	I = 83

# Quoted from the listing:
# In MRP resist rev, COc1ccc(CC(=O)NNC(=S)Nc2ccc(Br)cc2)cc1 reads -21
# In Bcl-B TR3 displacers, Cc1ccc(NC(=O)C2COc3ccccc3O2)nc1 (configuration not stated) reads 12%
# In PLAP inhibition, CC(OCc1ccccc1)C(NC(=O)OC(C)(C)C)C(=O)NCC1CCCO1 (configuration not stated) reads 3%
# In MRP resist rev cytotoxicity, COc1cc(C(=O)NCc2nnc(SCC(=O)NCc3ccccc3)o2)cc(OC)c1OC reads 97
# In PLAP inhibition, Cc1ccc(NC(=O)Cc2ncc(C(F)(F)F)cc2Cl)cc1Cl reads -8%
# In MRP resist rev cytotoxicity, O=C(NC1CCCCC1)C1Cc2ccccc2CN1S(=O)(=O)c1ccc(F)cc1 (configuration not stated) reads 92

# The listing picks up, starting two compounds before the break.
# Labels used below: A = Bcl-B TR3 displacers; B = PLAP inhibition; C = NFkB transloc pot; D = NFkB transloc pot cell count 2 µM; E = IL1B NFkB inh; F = IL1B NFkB inh cell count 2 µM; G = MRP resist rev; H = MRP resist rev cytotoxicity; I = MRP resist rev with doxorubicin
> CCOC(=O)/C=C1\SCC(=O)N1CC(=O)NC12CC3CC(CC(C3)C1)C2
  A = 0%	B = 10%	C = -1	D = 188	E = 1	F = 188	G = nt	H = nt	I = nt

> O=C(NC1CCCCC1)C1Cc2ccccc2CN1S(=O)(=O)c1ccc(F)cc1 (configuration not stated)
  A = nt	B = nt	C = -24	D = 78	E = 24	F = 78	G = 8	H = 92	I = 83

> COC(=O)c1ccc(OCC2c3cc(OC)c(OC)cc3CCN2C(=O)c2ccco2)cc1 (configuration not stated)
  A = 4%	B = -8%	C = 31	D = 98	E = -30	F = 98	G = nt	H = nt	I = nt

> COc1ccc(NC(=O)Nc2ccc(C(=O)N3CCOCC3)cc2)cc1
  A = -7%	B = 2%	C = 16	D = 127	E = -16	F = 127	G = -5	H = 85	I = 90

> COc1ccc(C)cc1N(C(=O)CNC(=O)c1ccco1)C(C(=O)NC1CCCC1)c1cccnc1 (configuration not stated)
  A = -3%	B = -75%	C = -6	D = 99	E = 6	F = 99	G = 7	H = 94	I = 87

> CCOC(=O)c1[nH]c(C)c(C(=O)N2CCN(c3cccc(Cl)c3)CC2)c1C
  A = -11%	B = -53%	C = nt	D = nt	E = nt	F = nt	G = 0	H = 84	I = 84

> CC(C(=O)Nc1nc2ccccc2[nH]1)N1C(=O)C2CC=CCC2C1=O (configuration not stated)
  A = 2%	B = -99%	C = -14	D = 211	E = 14	F = 211	G = -14	H = 77	I = 91

> CCCCC(=O)Nc1ccc(N2CCCC2)cc1
  A = nt	B = nt	C = 8	D = 159	E = -8	F = 159	G = nt	H = nt	I = nt

> Cc1cnc(C(=O)Nc2ccc(N3CCOCC3)cc2)cn1
  A = nt	B = nt	C = -15	D = 132	E = 15	F = 132	G = -5	H = 90	I = 94

> O=C(c1ccco1)N1CCN(C(=O)C(Sc2ccccc2)c2ccccc2)CC1 (configuration not stated)
  A = -9%	B = -89%	C = -7	D = 133	E = 7	F = 133	G = -3	H = 76	I = 79

> COc1ccc(CCNC(=O)c2nn(C)cc2Cl)cc1
  A = 1%	B = 6%	C = 30	D = 120	E = -30	F = 120	G = 1	H = 105	I = 103

> CCOC(=O)NC(=O)/C(C#N)=N/Nc1c(F)cccc1F
  A = -5%	B = -11%	C = 4	D = 186	E = -4	F = 186	G = -41	H = 56	I = 96

> CCCCCCc1ccc(OCC(=O)O)cc1OCC(=O)O
  A = 0%	B = -10%	C = 14	D = 31	E = -14	F = 31	G = 13	H = 103	I = 90

> O=[N+]([O-])c1cn(Cc2ccc(Cl)cc2)cn1
  A = -5%	B = -6%	C = nt	D = nt	E = nt	F = nt	G = nt	H = nt	I = nt

> O=C(NCCCN1CCCC1)c1ccc(CSCc2cccc(Cl)c2)o1
  A = -6%	B = -9%	C = 11	D = 184	E = -11	F = 184	G = 11	H = 97	I = 86

> COc1ccc(C(=O)Nc2cc([N+](=O)[O-])ccc2N2CCN(C)CC2)cc1
  A = 13%	B = -26%	C = -6	D = 147	E = 6	F = 147	G = nt	H = nt	I = nt

> O=C(OCC(=O)N1CCN(C(=O)c2ccco2)CC1)c1sc2cc(F)ccc2c1Cl
  A = -10%	B = -28%	C = 1	D = 103	E = -1	F = 103	G = 7	H = 104	I = 97

> CC(C)c1ccc(S(=O)(=O)c2n[nH]n3c2nc(=O)c2ccccc23)cc1
  A = nt	B = nt	C = 8	D = 106	E = -8	F = 106	G = -14	H = 88	I = 102

> Cc1cccc(-c2cc3nc(-c4ccccc4)cc(N4CCC5(CC4)OCCO5)n3n2)c1
  A = nt	B = nt	C = 38	D = 121	E = -38	F = 121	G = -6	H = 81	I = 87

> O=C1N=C(N2CCCCC2)SC1=C1CCCC1
  A = 28%	B = 12%	C = -17	D = 130	E = 17	F = 130	G = 15	H = 97	I = 82

> CCCCCOc1ccc(N2C(=O)C3C4C=CC(C3C2=O)N(C)C4=O)cc1 (configuration not stated)
  A = nt	B = nt	C = -6	D = 172	E = 6	F = 172	G = 18	H = 98	I = 80

> CCOC(=O)c1c(-c2ccccc2)oc2ccc(OC)cc12
  A = -6%	B = -44%	C = -3	D = 153	E = 3	F = 153	G = -11	H = 85	I = 96

> O=C(c1cc2ccccc2oc1=O)N1CCN(c2ccc(N3CCOCC3)nn2)CC1
  A = -1%	B = -21%	C = 2	D = 62	E = -2	F = 62	G = -4	H = 88	I = 92

> CC(C)CC(=O)Nc1cccc2c1C(=O)N(c1ccccc1)C2=O
  A = nt	B = nt	C = 24	D = 80	E = -24	F = 80	G = 13	H = 93	I = 80

# Screens from PubChem.
